Assay outcomes (PubChem)
SENP1 inh – inhibitors of human SENP1 SUMO protease catalytic domain; recombinant SENP1 catalytic domain, CyPet-SUMO1-YPet FRET cleavage; inhibition, % at 10 µM; hit rate 0.21% among 360,000; AID 624204;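 active means inhibition at least 30% at 10 µM, raw YFP signal under a set limit, fluorescence ratio 0.5 to 1.5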;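 further: 0% = enzyme with DMSO and 100% = no enzyme wells; some results filed as inactive read as strong as hits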
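Material – human SENP1 catalytic domain · Input – SENP1 enzyme, 20 pM final · Compound dosing – single concentration of 10 µM compound, 0.5% DMSO final · Timing – enzyme reaction for 50 min at room temperature, dark · Measured by – FRET fluorescence in CFP and YFP emission channels · Control set – no-enzyme wells low, DMSO-plus-enzyme wells high control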
mIAP activ – increases mouse intestinal alkaline phosphatase activity | hit rate 0.24% among 330,000 | activation factor at 10 µM | muIAP, CDP-Star luminescence, 30 min; active compounds read high; 1 = vehicle-only enzyme signal, 0 = enzyme-free wells;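 active means activation factor of at least 2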; further: the source names both 10 and 20 µM as test concentration; values of inactives mirror those of a sister screen read the other way
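Assay system: mouse IAP enzyme; Reagent: CDP-Star chemiluminescent phosphatase substrate; Compound: DMSO-dissolved test compounds; Incubation: 30 min, room temperature; Technique: luminescence from enzymatic CDP-Star hydrolysis; Controls: DMSO-only wells and no-enzyme negative control.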
beta cell repl – MIN6 beta-cell proliferation induction | AID 2380 | MIN6 cells proliferation, ATPlite luminescence, 48 h; cells starved in 0.2% serum; 100% = growth in 10% serum | hit rate 0.29% among 330,000 | proliferation, % at 10 µM;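 active means compounds whose signal lies at least 3.5 SD above the mean of all wells on their plate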;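 further: 0% = DMSO-treated cells in low-serum medium and 100% = 10% serum control; some compounds called inactive have numbers as strong as hits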
hIAP inh – human IAP inhibition. P09923. purified IAP, CDP-Star luminescence, 30 min. inhibition, % at 10 µM. hit rate 0.12% among 330,000;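 active means inhibition reaching a set limit with compound at 10 µM in the primary screen, cut at about 35% in these data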;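 further: plate controls were DMSO wells with enzyme for no effect and no-enzyme buffer wells for full effect; values of inactives mirror those of a sister screen read the other way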
Target sequence (P09923 whole entry, looked up): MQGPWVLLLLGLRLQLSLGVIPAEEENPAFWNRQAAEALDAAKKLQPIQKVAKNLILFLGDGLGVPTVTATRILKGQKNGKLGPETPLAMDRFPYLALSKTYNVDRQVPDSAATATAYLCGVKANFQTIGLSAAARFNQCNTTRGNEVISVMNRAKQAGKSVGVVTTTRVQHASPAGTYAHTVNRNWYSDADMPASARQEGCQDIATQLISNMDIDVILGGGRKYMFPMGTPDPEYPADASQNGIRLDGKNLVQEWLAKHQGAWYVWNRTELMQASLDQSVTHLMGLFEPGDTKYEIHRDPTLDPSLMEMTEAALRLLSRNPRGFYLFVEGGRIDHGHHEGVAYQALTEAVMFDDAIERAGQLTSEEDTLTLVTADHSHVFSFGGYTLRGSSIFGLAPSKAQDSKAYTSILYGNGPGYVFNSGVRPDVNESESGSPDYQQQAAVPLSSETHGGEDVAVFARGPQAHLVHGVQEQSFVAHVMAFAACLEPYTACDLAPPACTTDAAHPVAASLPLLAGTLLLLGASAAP
A3A deaminase – blocks human APOBEC3A ssDNA deamination; inhibition, % at 20 µM; hit rate 0.41% among 330,000; recombinant A3A, FAM/TAMRA ssDNA deamination fluorescence; P31941;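 active means at least 40% inhibition at 20 µM here, with at most 30% in a related deaminase screen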;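 further: plate controls were A3A with DMSO for no effect and wells lacking A3A enzyme for full effect; some results filed as inactive read as strong as hits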
Target sequence (P31941 whole entry, looked up): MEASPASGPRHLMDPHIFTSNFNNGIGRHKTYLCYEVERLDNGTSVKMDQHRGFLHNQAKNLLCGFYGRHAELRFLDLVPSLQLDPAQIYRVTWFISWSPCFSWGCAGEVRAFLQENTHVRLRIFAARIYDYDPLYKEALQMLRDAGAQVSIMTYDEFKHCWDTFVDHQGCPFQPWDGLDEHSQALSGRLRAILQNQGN
hIAP activ – human IAP activation; P09923; purified human IAP, CDP-Star luminescence, 30 min; active compounds read high; 1 = vehicle-only enzyme, 0 = enzyme-free background; activation factor at 10 µM; hit rate 0.16% among 330,000; AID 2524;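 active means activation factor of the enzyme at least 2-fold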; further: the source names both 10 and 20 µM as test concentration; values of inactives mirror those of a sister screen read the other way
A3G deaminase – inhibitors of human APOBEC3G DNA deaminase; hit rate 0.28% among 330,000; inhibition, % at 20 µM; Q9HC16; AID 493012; recombinant A3G, ssDNA deamination FAM/TAMRA fluorescence;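 active means inhibition of at least 40% at 20 µM, with no more than 30% in the related APOBEC3A deaminase screen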;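 further: plate controls were DMSO wells with A3G for no effect and wells lacking A3G enzyme for full effect; some compounds called inactive have numbers as strong as hits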
Target sequence (Q9HC16 whole entry, looked up): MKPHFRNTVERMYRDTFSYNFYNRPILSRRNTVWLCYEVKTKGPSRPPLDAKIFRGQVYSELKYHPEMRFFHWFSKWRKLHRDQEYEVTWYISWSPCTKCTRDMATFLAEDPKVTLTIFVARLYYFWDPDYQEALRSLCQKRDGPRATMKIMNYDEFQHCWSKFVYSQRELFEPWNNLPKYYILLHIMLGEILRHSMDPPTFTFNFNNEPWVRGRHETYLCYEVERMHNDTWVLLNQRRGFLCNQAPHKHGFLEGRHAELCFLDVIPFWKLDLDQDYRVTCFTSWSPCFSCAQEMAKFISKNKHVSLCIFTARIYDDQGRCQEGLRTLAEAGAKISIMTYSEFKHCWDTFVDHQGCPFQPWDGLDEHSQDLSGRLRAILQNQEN
NLRP3 yeast inh – blocks the NALP3 inflammasome reconstituted in yeast. Yeast reconstituted NLRP3/ASC/caspase-1, beta-gal luminescence, 24 h. AID 2825. inhibition, % at 10 µM. hit rate 0.39% among 330,000;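 active means inhibition of 50% or more; inactive means inhibition below 50%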;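 further: plate controls were induced DMSO wells for no effect and uninduced yeast grown without galactose for full effect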
mIAP block – mouse IAP inhibition; purified mouse IAP, CDP-Star luminescence, 30 min; inhibition, % at 10 µM; hit rate 0.2% among 330,000; AID 2806;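 active means inhibition of at least 40% at 10 µM in the primary screen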;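 further: plate controls were DMSO with enzyme for no effect and no enzyme wells for full effect; values of inactives mirror those of a sister screen read the other way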
An asterisk follows results filed as active; i = inactive; nt = not tested or not shown. This is a subset; the hit share may differ from the screen's.

SMILES	SENP1 inh	mIAP activ	beta cell repl	hIAP inh	A3A deaminase	hIAP activ	A3G deaminase	NLRP3 yeast inh	mIAP block
CC(C)c1onc(C(=O)Nc2sc3c(c2C#N)CCC3)c1[N+](=O)[O-]	-1	0.86	-2	-14	-2	1.1	-4	13	14
CCN1CCN(C(=O)CSc2ccc(C)cc2)CC1	2	0.93	-2	-13	-4	1.1	-8	12	7
CCCc1c(C)c2cccc(C)c2[nH]c1=O	1	1	1	-11	-16	1.1	-3	27	0
COc1ccc(C(C)=O)cc1COC(=O)c1ccc2c(c1)OCCO2	-2	0.91	5	-2	-4	1	-6	9	9
COc1cccc(-n2c([S-])c(C(=O)Nc3ccc(C(F)(F)F)cc3)[n+]3ccccc23)c1	nt	0.87	-4	5	-4	0.95	-3	10	13
Cc1cccc(NC(=O)c2cnc3ccccn3c2=O)c1	-1	1	-5	12	-5	0.88	-1	51*	-1
COc1ccc(Cn2c(-c3ccc(OC)c(O)c3)nc3ccccc32)cc1O	3	0.89	-3	14	5	0.86	-3	17	11
COCCCNC(=O)CSc1nc2cc(S(=O)(=O)N3CCCCC3)ccc2o1	-1	1	0	-15	8	1.2	-7	-5	-1
Cc1c2ccccc2nc2c(F)c(NCCO)c(F)c(F)c12	-30	1	-4	-4	0	1	-2	-27	-1
Cc1ccccc1Nc1nc(N)nc(COC(=O)c2ccco2)n1	1	0.94	-3	-4	-3	1	-8	16	6
Cc1cc(NC(=O)CSc2n[nH]c(N)n2)no1	2	0.9	-1	13	-1	0.87	-7	-14	10
Cc1n[nH]c(=O)nc1NC1CCCCC1	1	0.99	-2	-4	-2	1	-2	6	1
COc1cc2nc(N3CCN(C(=O)[C@@H]4CCCO4)CC3)nc(N)c2cc1OC	1	1	4	0	-1	1	-3	23	-1
COc1cccc(CNC(=O)CCNC(=O)C2CCN(S(=O)(=O)c3ccccc3)CC2)c1	3	1.1	3	3	-2	0.97	-5	4	-11
CN(C)S(=O)(=O)c1ccc(S(=O)(=O)Nc2ccc3c(c2)oc2ccccc23)cc1	1	0.78	-2	22	2	0.79	-1	12	22
Cc1cccc(C)c1NC(=O)CNC(=O)CCCN1C(=O)c2cccc3cccc(c23)C1=O	0	0.97	7	-1	-1	1	2	20	3
FC(F)Sc1ccc(NC(=S)NC(c2ccccc2)c2ccccc2)cc1	4	12*	-6	-72	8	1.7	-18	11	i
COc1ccc(CNS(=O)(=O)NCc2ccc(OC)c(OC)c2)cc1	3	0.97	0	-14	-2	1.1	-5	2	3
NC(=O)c1ccc(SCC(=O)OCC(=O)N2CCCC2=O)c([N+](=O)[O-])c1	-7	1	2	4	0	0.96	-5	6	-2
O=C(CN1CCN(c2ccccn2)CC1)Nc1ccc(F)cc1F	0	1	-1	1	-1	0.99	-2	11	-1
OCCCNC(=S)Nc1ccc(Br)cc1Cl	-1	1.1	-1	-4	-6	1	-8	-6	-10
CC(C)=CCN1CCN(Cc2cc3ccccc3[nH]2)CC1CCO (stereo not given)	-16	0.95	-2	-13	-6	1.1	-7	10	5
CC(=O)Nc1ccc(NC(=O)C2CC(=O)N(c3cccc(C)c3C)C2)cc1 (stereo not given)	2	1.1	-2	-8	-6	1.1	0	-10	-11
NC1=NC(c2ccccc2C(F)(F)F)N(c2ccc(F)c(Cl)c2)C(N)=N1 (stereo not given)	-1	1	-4	-7	-3	1.1	-7	-10	-4
COc1cccc(S(=O)(=O)Nc2ccc(C(=O)NCc3ccco3)cc2)c1	-2	0.98	0	-2	-3	1	-9	-4	2
O=C1c2cccnc2C(=O)N1Cc1ccc(S(=O)(=O)NCc2ccco2)cc1	2	0.94	-2	7	-2	0.93	-4	12	6
CCc1c(C)nc2ncnn2c1NCCc1ccccc1	-1	0.99	-1	15	-1	0.85	-2	-5	1
O=C(Cc1ccccc1)NCCS(=O)(=O)N1CCN(c2ccccc2)CC1	-2	0.98	3	-12	-2	1.1	-8	18	2
O=C(N/N=C1\CCCc2ccccc21)c1cccc(Br)c1	-1	1	1	-20	-7	1.2	-9	34	0
COc1ccc(CC2c3cc(OC)c(OC)cc3CC[N+]2(C)CCC(=O)OCCCCCOC(=O)CC[N+]2(C)CCc3cc(OC)c(OC)cc3C2Cc2ccc(OC)c(OC)c2)cc1OC (stereo not given)	-1	0.99	0	10	2	0.9	-5	15	1
Cc1ccc(C(=O)NC(=S)N(C)Cc2ccccc2)cc1	0	1	-1	-10	1	1.1	-4	22	-5
O=C(Cc1ccccc1)NNC(=O)c1cnccn1	1	0.75	5	-35	0	1.4	-6	-3	25
Cc1csc(NC(=O)CSc2[nH]c(=O)ncc2C)n1	2	1	-1	6	1	0.94	-2	-3	-4
COc1ccccc1-n1cnnc1SCC(=O)Nc1ccccc1	2	1.1	0	-1	-1	1	-9	20	-9
O=C(Nc1ccc(N2C(=O)C3C4C=CC(C4)C3C2=O)cc1)Nc1nnc(C(F)(F)F)s1 (stereo not given)	1	0.98	-4	-6	-2	1.1	-4	5	2
CN(CC(=O)Nc1ccc(F)cc1)C(=O)CSc1nc2ncc(Cl)cc2[nH]1	-1	0.95	2	-12	4	1.1	-2	-3	5
CC1CCCC(C)N1C(=O)COC(=O)c1ccc(Br)c(S(=O)(=O)N2CCOCC2)c1 (stereo not given)	-1	1.1	-2	-16	-2	1.2	-8	6	-9
COc1cccc(C(=O)Cn2c(=N)n(C)c3ccccc32)c1	-1	0.92	-5	15	-3	0.85	-7	0	8
NCCCC[C@H](NC(=O)C1CCNCC1)c1nnc([C@@H](N)Cc2ccc(O)cc2)o1	1	0.94	-3	-24	2	1.2	-1	8	6
CCc1cccc(C)c1N(C(=O)Cn1c(COC)nc2ccccc21)C(C)COC (stereo not given)	3	1	2	-8	3	1.1	-2	15	-4

In a second layout: 2 of the compounds above
SMILES: CCc1c(C)nc2ncnn2c1NCCc1ccccc1
  SENP1 inh: -1
  mIAP activ: 0.99
  beta cell repl: -1
  hIAP inh: 15
  A3A deaminase: -1
  hIAP activ: 0.85
  A3G deaminase: -2
  NLRP3 yeast inh: -5
  mIAP block: 1
SMILES: COc1cccc(C(=O)Cn2c(=N)n(C)c3ccccc32)c1
  SENP1 inh: -1
  mIAP activ: 0.92
  beta cell repl: -5
  hIAP inh: 15
  A3A deaminase: -3
  hIAP activ: 0.85
  A3G deaminase: -7
  NLRP3 yeast inh: 0
  mIAP block: 8

(list continues)
SMILES	SENP1 inh	mIAP activ	beta cell repl	hIAP inh	A3A deaminase	hIAP activ	A3G deaminase	NLRP3 yeast inh	mIAP block
Cc1ccc2c(c1)c1nnc(SCC(=O)N3CCN(c4ccc(F)cc4)CC3)nc1n2CC(=O)O	-11	0.96	0	-2	-1	1	-6	3	4
CC(=O)Oc1ccc(C2=NN(c3ccccc3)C(c3ccccc3)C2)cc1 (stereo not given)	-55	1.8	-7	-29	-2	1.3	-7	17	-76
COC(=O)[C@H](CCSC)NC(=O)Cn1cnc2c(SC)nc(N)nc21	3	1	-2	-4	-2	1	-4	0	-3
Cc1ccc(-c2csc3nc4ccc(C(=O)NCCO)cc4c(=O)n23)cc1	-19	0.9	-4	-3	-3	1	-11	22	10
CC(=O)Nc1cccc(NC(=O)CCn2c(=O)sc3ccccc32)c1	0	1	-2	-20	-2	1.2	0	14	-2
Cc1ccc(-c2nnc(COC(=O)c3cc(=O)[nH]c4ccccc34)o2)cc1	3	0.93	1	-21	-7	1.2	-6	-8	7
CCc1cc(C(=O)N(C)CC(=O)Nc2c(Cl)cccc2Cl)sc1C	1	1.1	0	1	5	0.99	3	8	-5
OC[C@@H]1[C@@H](c2ccccc2)C(c2ccccc2)=NN1c1ccccc1	-29	2.3*	nt	nt	1	nt	1	nt	-127
CCc1ccc(CCC(=O)Nc2nc(CC(C)=O)ns2)o1	-1	0.95	-1	18	-2	0.82	-7	12	5
Cc1ccc(S(=O)(=O)N2CCC(C(=O)N3CCC(C(=O)NCC4CCCO4)CC3)CC2)cc1 (stereo not given)	1	1.2	-2	-19	0	1.2	-5	4	-17
O=C(C1CCCN(CCCc2ccccc2)C1)N1CCCCCC1 (stereo not given)	0	0.99	-1	-1	-2	1	-3	6	1
CN(CC(=O)NNC(=O)CCNS(=O)(=O)c1ccccc1)S(=O)(=O)c1ccc(Cl)cc1	1	0.83	1	-65	1	1.6	-4	-4	16
COc1ccc(CNC(=O)C(C)Cc2ccccc2)cc1O (stereo not given)	-1	1.1	-1	-9	-1	1.1	1	20	-12
CCOCCCNC(=O)C(NC(=O)c1ccc(NC(C)=O)cc1)c1ccc(C)cc1 (stereo not given)	0	1.1	-2	7	1	0.93	-4	-3	-10
NC(=O)c1ccc(NC(=O)COC(=O)C2CC3C=CC2C3)cc1 (stereo not given)	0	1.1	0	2	-2	0.98	-4	-2	-13
CC1(C)C=Cc2c(c3c(c4c(=O)c(-c5ccc(O)cc5)coc24)OC(C)(C)CC3)O1	-2	0.87	-6	3	4	0.97	-6	15	13
Cc1c(C(C)(C(=O)O)c2c(C)n(C)c3ccccc23)c2ccccc2n1C	nt	1	-3	-2	-6	1	-10	14	-1
COc1ccc(/C(O)=C(\C#N)c2nc3ccccc3n2C)cc1OC	-13	0.72	6	-6	5	1.1	2	5	28
CCN(CC(=O)Nc1c(F)cccc1F)C(=O)c1ccc(S(=O)(=O)N2CCCCC2)cc1	0	0.92	10	0	-2	1	-9	8	8
CCOc1ccc(CNC2CCCCCCC2)cc1OC	4	1	4	-16	-7	1.2	-10	11	-2
O=C(NCCSc1c[nH]c2ccccc12)c1ccc(Br)o1	1	1.1	-3	8	-4	0.92	-8	21	-11
COC(=O)C(CC(=O)c1ccc(C)cc1)n1cccn1 (stereo not given)	0	0.99	-4	-32	-5	1.3	-3	12	1
CC(=O)NN1C(=O)c2ccccc2NC1c1ccco1 (stereo not given)	-1	0.97	-4	4	0	0.96	-2	8	3
O=C(CCc1ccc(S(=O)(=O)NCCc2ccccc2)cc1)N1CCN(Cc2ccc3c(c2)OCO3)CC1	-2	0.97	-1	-4	-4	1	-2	-10	3
COc1ccc(S(=O)(=O)Nc2ccc(-c3ccc4nncn4n3)cc2)c(OC)c1	3	0.97	3	0	-3	0.99	-5	9	3
Cc1ccc(/C=C/C(=O)O)cc1S(=O)(=O)N(CCO)CCO	1	1.1	0	-8	-2	1.1	-5	-2	-9
Cc1cc(NC(=O)c2ccccc2C)no1	1	0.94	-3	2	-4	0.98	4	4	6
COC(=O)c1sc2ccccc2c1-n1cccc1C(=O)C(=O)Nc1ccccc1	2	0.99	-4	5	-6	0.95	-3	-5	1
O=C(NCc1ccc2c(c1)OCO2)c1ccc(CS(=O)Cc2cccc(Cl)c2)o1 (stereo not given)	2	1	-2	-33	-9	1.3	-7	-1	-5
O=C(c1cc2ccccc2oc1=O)N1CCN(c2ccccn2)CC1	-1	0.84	-2	19	-1	0.81	-1	13	16
Clc1ccc2c(c1)-c1[nH]ncc1CS2	3	0.89	-2	-30	-6	1.3	-10	13	12
CN1CCN(C(=O)CCN2C(=O)/C(=C\c3ccccc3F)SC2=S)CC1	2	0.86	-3	-33	-2	1.3	-7	16	14

Copied from the list:
SENP1 inh with `Cc1cc(NC(=O)c2ccccc2C)no1` → 1
NLRP3 yeast inh with `Cc1ccc(/C=C/C(=O)O)cc1S(=O)(=O)N(CCO)CCO` → -2
